Compound activity as filed in PubChem BioAssay.
MEKK2wt PB1 HTS: raises or lowers MEK5 binding to wildtype human MEKK2 PB1 domain; Q9Y2U5; bead flow cytometry, Alexa488-MEK5 binding to MEKK2 WT; actives lie on both sides; binding response (% of control), % at 10 µM; 290,000 compounds, 1.1% hits; in the data active = binding response below about 67% or above about 130%
OXTR potentiate: potentiators of human oxytocin receptor; CHO-OTR cells, Fluo-8 calcium fluorescence, potentiator mode; 0% = oxytocin EC15, 100% = EC100; activation, % at 3 µM; 320,000 compounds, 0.061% hits;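 active = activation above that plate's cutoff, the mean activation of tested compounds plus 3 SD, cut at about 6.6% in these data, passing the limit was not always enough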;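 note: 100% uses oxytocin at 75 nM as the full agonist control; some results filed as inactive read as strong as hits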
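Dosing: Single dose, 3.0 µM nominal final compound concentration | Material: Human OTR in CHO cells | Technique: Kinetic Fluo-8 calcium fluorescence | Benchmarks: EC15 oxytocin alone as 0%, 75 nM oxytocin as 100% | Probe or stimulus: Oxytocin at about EC15, sub-maximal agonist stimulus | Incubation: Compound 6 min at room temperature before oxytocin, 100 s read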
V1R ag counter: counter-screen for oxytocin receptor agonists: human V1a receptor agonists | P37288 | CHO-V1R cells, Fluo-8 calcium fluorescence, agonist mode; 0% DMSO, 100% 3 nM vasopressin | activation, % at 3 µM | 320,000 compounds, 0.25% hits | AID 2797;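 active = activation above the mean activation of all tested compounds plus 3 SD, per screening run, cut at about 20% in these data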;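 note: signal is peak over basal fluorescence ratio across a 100 second FLIPR read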
Target sequence (P37288 whole entry, looked up): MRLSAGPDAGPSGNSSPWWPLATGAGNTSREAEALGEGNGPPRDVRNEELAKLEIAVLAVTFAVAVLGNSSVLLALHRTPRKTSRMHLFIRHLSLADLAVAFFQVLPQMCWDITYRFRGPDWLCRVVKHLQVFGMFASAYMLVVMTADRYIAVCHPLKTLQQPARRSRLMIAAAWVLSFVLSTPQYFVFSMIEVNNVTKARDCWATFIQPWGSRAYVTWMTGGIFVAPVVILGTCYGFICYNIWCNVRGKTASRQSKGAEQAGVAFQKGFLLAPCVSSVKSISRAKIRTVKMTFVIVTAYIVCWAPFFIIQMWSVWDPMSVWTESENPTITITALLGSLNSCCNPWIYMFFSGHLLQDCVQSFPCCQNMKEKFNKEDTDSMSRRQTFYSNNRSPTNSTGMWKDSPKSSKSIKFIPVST
MEKK2 mut-MEK5: signal of MEK5 binding to mutant human MEKK2 PB1 domain; bead flow cytometry, Alexa488-MEK5 binding to MEKK2 mutant; percent response, % at 10 µM; 290,000 compounds, 0.35% hits; AID 1530; in the data active = percent response above about 24%, passing the limit was not always enough; note: inactives centre near 1; some results filed as inactive read as strong as hits
OXTR ag: human OXTR agonism; AID 2435; 320,000 compounds, 0.32% hits; activation, % at 3 µM; CHO-OTR cells, Fluo-8 calcium fluorescence; normalized: DMSO 0%, oxytocin 100%;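 active = activation above the mean of all tested compounds plus 3 SD, cutoff set per screening run, cut at about 20% in these data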;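 note: peak over basal fluorescence ratio from a 100 s FLIPR kinetic read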
NALP1 yeast inh: NALP1 inhibition; inhibition, % at 10 µM; 280,000 compounds, 0.61% hits; S. cerevisiae NALP1/ASC/caspase-1 growth, X-gal OD620, 72 h; in the data active = inhibition mostly above about 24%, no sharp cut-off; inactive = mostly below about 32%; note: some compounds called inactive have numbers as strong as hits
GPR7 antag: human neuropeptides B/W receptor 1 antagonism; P48145; GPR7-expressing cells, fluorescence antagonist assay; inhibition, % at 4.4 µM; 290,000 compounds, 1.1% hits; in the data active = inhibition above about 16%, passing the limit was not always enough;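 note: cells stimulated with the agonist NPW; 0% = agonist with vehicle and 100% = vehicle without agonist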
Target sequence (P48145 whole entry, looked up): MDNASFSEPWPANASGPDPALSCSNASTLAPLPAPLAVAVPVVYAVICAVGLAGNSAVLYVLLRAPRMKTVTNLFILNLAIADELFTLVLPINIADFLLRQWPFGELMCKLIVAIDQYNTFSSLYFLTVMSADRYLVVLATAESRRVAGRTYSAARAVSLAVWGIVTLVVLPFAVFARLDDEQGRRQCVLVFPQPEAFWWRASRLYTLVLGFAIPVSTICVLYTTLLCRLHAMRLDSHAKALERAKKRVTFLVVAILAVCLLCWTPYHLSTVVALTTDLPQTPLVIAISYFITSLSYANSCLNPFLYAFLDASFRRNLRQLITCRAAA
M18AAP inhibitor: blocks P. falciparum M18 aspartyl aminopeptidase; 290,000 compounds, 1.2% hits; recombinant PfM18AAP, H-Glu-NHMec fluorogenic cleavage; inhibition, % at 7.35 µM;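 active = inhibition above the campaign mean inhibition over all tested compounds plus 3 SD, cut at about 28% in these data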;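 note: 0% = plate median of test compound wells and 100% = 2 mM ZnCl2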
GalR3 antag: human GalR3 antagonism. O60755. HEK293 GalR3-CNG cAMP membrane potential fluorescence; galR3 body fused to GalR1 C-terminus. inhibition, % at 3 µM. 360,000 compounds, 0.44% hits;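 active = inhibition above the screen-wide average plus 3 SD, cut at about 13% in these data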;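 note: forskolin and galanin both at EC90 stimulate the cells; cAMP rise reported by CNG channel membrane potential dye signal; 0% = forskolin plus galanin with DMSO and 100% = forskolin alone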
Target sequence (O60755 1-299 limits assumed): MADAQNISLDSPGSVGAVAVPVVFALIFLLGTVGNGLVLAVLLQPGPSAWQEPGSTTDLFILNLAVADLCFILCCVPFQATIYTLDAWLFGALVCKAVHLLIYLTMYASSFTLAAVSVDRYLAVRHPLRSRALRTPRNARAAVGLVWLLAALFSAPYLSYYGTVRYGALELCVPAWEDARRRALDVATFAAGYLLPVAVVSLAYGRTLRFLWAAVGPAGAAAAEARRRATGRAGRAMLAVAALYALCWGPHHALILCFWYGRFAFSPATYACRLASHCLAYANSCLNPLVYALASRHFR
* = called active by the depositor; . = no result given. Rows were taken by chance, and some 4.1% of all compounds hit somewhere here.

nr	SMILES	MEKK2wt PB1 HTS	OXTR potentiate	V1R ag counter	MEKK2 mut-MEK5	OXTR ag
1	O=C(OCC(=O)N1CCN(C(=O)c2ccco2)CC1)c1cn(-c2ccccc2)nc1-c1ccccc1	103	-6	-0.1	15	-1.9
2	O=c1[nH]c(C(F)(F)F)nc2ccc3ccccc3c12	100	-9	1.0	6	-0.9
3	CSc1ccc(Cl)c(C(=O)OCC(=O)NCC(C)C)c1	94	-11	-0.7	-3	-1.8
4	Cc1cc(OCC(=O)Nc2ccc(N3CCCC3)cc2)cc(C)c1Cl	107	-6	-0.4	13	-0.3
5	O=C(CSc1ncnc2c1cnn2-c1ccc(F)cc1)NCc1ccc2c(c1)OCO2	103	1	-0.4	-2	2.1
6	CCn1c(=O)n(CC)c2cc(S(=O)(=O)NCCOc3ccccc3)c(C)cc21	108	-7	-0.3	9	-1.1
7	CC(C)(C)C(=O)Nc1cc(NC(=O)C(C)(C)C)cc(C(=O)Nc2cc(C(=O)O)cc(C(=O)O)c2)c1	90	1	0.8	-2	-0.1
8	CN1c2ccccc2N(C)C1c1c(O)ccc2ccccc12	111	-3	-0.2	4	1.4
9	CC1CCCN(C(=O)CCS(=O)(=O)c2cc3c(cc2Cl)NC(=O)CO3)C1 (configuration not stated)	98	-3	1.5	0	1.2
10	COc1ccc2c(c1)[C@H]1[C@H](CO2)[C@H](c2ccccc2)[C@]2(C)C(=O)Nc3ccc(Br)cc3C(=O)N12	.	-6	4.7	.	0.8
11	Cc1ccc(CSCC(=O)N2CCN(Cc3ccc4c(c3)OCO4)CC2)cc1	108	-17	9.0	3	1.2
12	O=C(c1cc2c(ccc3ccccc32)o1)N1CCN(c2ncc(C(F)(F)F)cc2Cl)CC1	100	-8	1.4	5	-0.5

nr	NALP1 yeast inh	GPR7 antag	M18AAP inhibitor	GalR3 antag
1	7	-12	7	-2
2	32	11	-1	-10
3	10	1	-5	2
4	-10	-2	-10	-3
5	4	1	-1	-5
6	2	-4	4	-6
7	10	5	5	-2
8	11	-4	-1	-5
9	-19	3	1	.
10	.	.	.	-6
11	19	-5	-4	-4
12	-5	-13	-6	-1

More entries
nr	SMILES	MEKK2wt PB1 HTS	OXTR potentiate	V1R ag counter	MEKK2 mut-MEK5	OXTR ag
13	Cc1nc(SCC(=O)N(C)C2CCCCC2)[nH]c(=O)c1Cc1ccccc1	99	-3	0.0	3	-1.2
14	O=C(Cc1ccc(F)cc1)NC(Cc1c[nH]c2ccccc12)C(=O)O (configuration not stated)	99	-7	-0.3	2	0.3
15	COC(=O)c1ccccc1NC(=O)CSc1nc2cccnc2n1C	103	-20	4.0	3	6.1
16	COc1ccc(C(C(=O)NC(C)(C)C)N(Cc2ccc(F)cc2)C(=O)CCC(=O)Nc2cc(C)on2)cc1 (configuration not stated)	105	-7	0.0	6	-1.8
17	N=c1n(CC(=O)c2ccc(Br)s2)c2ccccc2n1Cc1ccccc1	158*	-23	19	39	23*
18	O=C(O)Cc1csc2ccccc12	105	2	0.8	6	0.1
19	CC(NCC(O)COCc1ccc(Cl)cc1)c1ccccc1 (configuration not stated)	109	-1	3.3	0	6.5
20	Cc1ccc(CN(C)C(=O)c2cc(Br)c(Br)s2)o1	101	3	-0.3	0	-0.6
21	Cc1cc(C)n(-c2ccc(NC(=O)C3CCN(Cc4ccc(C)o4)CC3)cc2)n1	94	-10	-0.5	-9	0.6
22	COC(=O)C1=C(C(=O)c2ccccc2)C(c2ccc(O)c(OC)c2)n2nnnc2N1 (configuration not stated)	105	-5	1.3	3	0.9
23	C=CCNC(=S)NNC(=O)c1ccc(=O)n(Cc2ccc(Cl)cc2Cl)c1	100	-20	-0.6	2	-1.0
24	CCN(c1ccccc1)S(=O)(=O)c1cc(C(=O)OC2CCOC2=O)ccc1C (configuration not stated)	.	-8	0.6	.	-2.0

nr	NALP1 yeast inh	GPR7 antag	M18AAP inhibitor	GalR3 antag
13	2	-14	5	3
14	1	-2	-3	-8
15	1	4	0	-2
16	-7	-5	-8	-7
17	21	7	-1	-5
18	8	8	0	-3
19	9	9	2	-4
20	16	-10	-36	-6
21	29	-1	-4	2
22	3	-5	18	-4
23	-13	-11	10	-1
24	.	.	.	-4

Next part
nr	SMILES	MEKK2wt PB1 HTS	OXTR potentiate	V1R ag counter	MEKK2 mut-MEK5	OXTR ag
25	CN(NS(=O)(=O)c1ccc(Cl)cc1)c1ncc(C(F)(F)F)cc1Cl	90	-10	-1.3	-3	-1.9
26	O=C1CC(=O)N(c2cccc(F)c2)N1	97	-2	0.2	-1	0.5
27	Cc1ccc(S(=O)(=O)NC(CC(=O)O)c2ccco2)cc1 (configuration not stated)	102	-5	-0.9	4	0.1
28	COc1ccc(CC(=O)Nc2ccc(S(=O)(=O)Nc3ncccn3)cc2)cc1	96	-9	1.3	-2	1.1
29	O=C(NC1CC2CCC1C2)c1ccc(CN2CCOCC2)cc1 (configuration not stated)	100	-6	0.8	0	0.6
30	CN1CCN(C(=O)c2cc(COc3c(F)cccc3F)on2)CC1c1ccccc1 (configuration not stated)	95	-5	0.2	-9	0.0
31	CCOC(=O)N1CCN(C(=O)c2cc3c(s2)-c2ccccc2OC3)CC1	117	-1	2.1	15	0.9
32	O=S1(=O)CC(O)C(N=Nc2c(O)n(Cc3ccccc3)c3ccccc23)C1 (configuration not stated)	103	-2	-0.1	19	2.0
33	COc1ccc(OC)c(S(=O)(=O)N2CCCC2C(=O)NC(C)c2ccccc2)c1 (configuration not stated)	105	-3	-0.8	3	-1.5
34	Cc1cc2cc(CNC(=S)Nc3ccc(OC(F)(F)F)cc3)ccc2[nH]1	98	-5	0.8	-3	1.5
35	CCCCC1NC(C(=O)O)CS1 (configuration not stated)	95	-9	0.1	1	-0.2
36	O=C(Nc1nc(-c2cccs2)cs1)c1cccc(S(=O)(=O)N2CCCCC2)c1	102	-10	0.7	2	-0.3

nr	NALP1 yeast inh	GPR7 antag	M18AAP inhibitor	GalR3 antag
25	-2	6	-13	0
26	15	-7	5	-6
27	15	-3	1	-6
28	4	-6	-1	-1
29	17	-7	1	-4
30	11	-4	3	-5
31	40	0	3	1
32	-3	-2	20	0
33	2	-8	-1	-10
34	13	-10	1	4
35	20	-16	9	2
36	7	-9	-1	3

Exported with values under each structure: part of the list above
The line under a structure holds: MEKK2wt PB1 HTS, OXTR potentiate, V1R ag counter, MEKK2 mut-MEK5, OXTR ag, NALP1 yeast inh, GPR7 antag, M18AAP inhibitor, GalR3 antag
20	Cc1ccc(CN(C)C(=O)c2cc(Br)c(Br)s2)o1
→ 101, 3, -0.3, 0, -0.6, 16, -10, -36, -6
21	Cc1cc(C)n(-c2ccc(NC(=O)C3CCN(Cc4ccc(C)o4)CC3)cc2)n1
→ 94, -10, -0.5, -9, 0.6, 29, -1, -4, 2
22	COC(=O)C1=C(C(=O)c2ccccc2)C(c2ccc(O)c(OC)c2)n2nnnc2N1 (configuration not stated)
→ 105, -5, 1.3, 3, 0.9, 3, -5, 18, -4
23	C=CCNC(=S)NNC(=O)c1ccc(=O)n(Cc2ccc(Cl)cc2Cl)c1
→ 100, -20, -0.6, 2, -1.0, -13, -11, 10, -1

Later entries.
nr	SMILES	MEKK2wt PB1 HTS	OXTR potentiate	V1R ag counter	MEKK2 mut-MEK5	OXTR ag
37	CNC(=O)CC1C(=O)N(C)C(=S)N1NC(=O)c1ccccc1 (configuration not stated)	94	-2	0.2	-8	0.1
38	Cc1ccc(S(=O)(=O)NCC(=O)N(CC(=O)NCC2CCCO2)c2cccc(F)c2)cc1 (configuration not stated)	94	-4	0.9	-1	0.0
39	C#CCOCCOCCOCCNc1nc(N2CCN(C(=O)[C@H]([C@@H](C)CC)n3cc(CCCCN)nn3)CC2)nc(N2CCN(C(=O)[C@H](C)n3cc(CCC(=O)O)nn3)CC2)n1	97	-8	0.1	2	0.3
40	Cc1ccc(N2C(=O)NC(NC(=O)C(C)(C)C)(C(F)(F)F)C2=O)cc1 (configuration not stated)	108	3	-1.4	6	-1.4
41	Cc1noc(C)c1C(=O)NNc1cc(Cl)ccc1Cl	86	4	0.9	-17	-0.7
42	COc1cccc(C(=O)NCCS(=O)(=O)NCCc2ccc(OC)c(OC)c2)c1	.	-2	-1.1	.	0.2
43	COc1cc(NC(=O)c2cc(-c3ccccc3)on2)cc(OC)c1OC	116	-6	-0.7	14	-0.8
44	CSc1nc2ccccc2c(=O)n1Cc1ccc(F)cc1	104	-2	-1.4	1	-2.1
45	Cc1cccc(C)c1NC(=S)N1CCC(c2ccccc2)C1 (configuration not stated)	102	-11	-0.2	4	0.3
46	Cc1ccnc(NC(=O)CNC(=O)c2ccccc2)c1	.	1	-0.1	.	0.2
47	CC1CCN(C(=O)c2ccc(CNS(=O)(=O)c3ccc(C(C)(C)C)cc3)cc2)CC1	.	-6	2.1	.	0.4
48	CCOc1ccc(-c2nc(C#N)c(NCc3ccco3)o2)cc1	70	-13	0.1	-12	-1.8

nr	NALP1 yeast inh	GPR7 antag	M18AAP inhibitor	GalR3 antag
37	16	-15	3	-3
38	-1	-5	2	-8
39	4	4	-3	-6
40	12	1	-4	-4
41	18	-16	36*	-1
42	.	.	.	1
43	19	-26	0	-10
44	15	-4	4	6
45	-3	-7	2	-1
46	.	.	.	-1
47	.	.	.	-6
48	17	0	-7	0

The results go on:
nr	SMILES	MEKK2wt PB1 HTS	OXTR potentiate	V1R ag counter	MEKK2 mut-MEK5	OXTR ag
49	CCOC(=O)c1ccc(NC(=O)CC2C(=O)OCCN2CC)cc1 (configuration not stated)	98	1	0.3	0	0.7
50	Cc1cccc(C(=O)NC(=O)Nc2c(C)cc(C)nc2C)c1	98	-13	1.6	-2	3.3
51	COc1ccccc1/C=C/C(=O)NC(=S)N1CCOCC1	109	-8	-0.6	9	-1.2
52	O=c1[nH]c(NC2CCCCC2)c([N+](=O)[O-])c(=O)[nH]1	95	-5	0.4	-3	-0.2
53	COc1ccc(S(=O)(=O)Nc2ccccc2C(=O)NCc2ccco2)cc1Br	92	-6	2.1	-6	4.0
54	CC(C)[C@H](NC(=O)N1CC(=O)Nc2ccccc21)C(=O)N[C@@H](C(=O)O)c1ccccc1	99	-1	-0.1	1	0.2
55	COC(=O)c1cc(COC(=O)COc2ccc(C)c(C)c2)oc1C	94	-3	0.3	-5	-0.6
56	CCOC(=O)Cn1nnnc1CN(Cc1ccc(OC)cc1)Cc1cc2cc(C)ccc2[nH]c1=O	78	-2	0.3	1	-1.5
57	CCn1cc(C(=O)NCc2ccccc2OC)c(=O)c2ccc(C)nc21	99	-7	0.2	7	1.1
58	Cc1cccc(C2=N/C(=C\c3cccnc3)C(=O)O2)c1	102	-3	1.9	3	0.1
59	Cc1ccc(C(=O)COC(=O)CCN2C(=O)C3C4C=CC(C5CC45)C3C2=O)cc1 (configuration not stated)	101	-10	7.6	0	4.3
60	Cc1ccc(S(=O)(=O)C(C)C(=O)c2ccc3c(c2)OCCO3)cc1 (configuration not stated)	94	-1	0.7	-6	-1.0

nr	NALP1 yeast inh	GPR7 antag	M18AAP inhibitor	GalR3 antag
49	32	-12	3	5
50	16	4	-5	-3
51	-10	-20	-7	-3
52	23	-12	1	-10
53	26	6	-16	-4
54	18	-9	-1	-7
55	33	12	4	-10
56	-11	-8	-4	8
57	-11	.	.	.
58	32	1	6	1
59	13	3	1	-10
60	-3	5	1	-5
